# Sm TGR inh: qHTS Assay for the Inhibitors of Schistosoma Mansoni Peroxiredoxins | purified TGR, DTNB reduction, TNB absorbance 405 nm | Potency, µM (doses to about 114 µM), for the others: at the highest dose activity change, negative = inhibition, usual class: inhibitors | 360,000 tested, 3% active | AID 485364, 2010; further: potency means the concentration at half of the fitted maximal effect; on the % scale 0 is the no-effect control and ±100 the full control effect; nearly all actives have a fitted effect of over 60% in size
#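 First, TGR (20 nM dispensed) and NADPH were mixed with compound. Second, a 15 min room-temperature incubation followed. Third, further NADPH and then DTNB were added to start the reaction. Finally, TNB absorbance was monitored kinetically.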
# Cycloheximide cs: Cycloheximide Counterscreen for Small Molecule Inhibitors of Shiga Toxin; cell reporter, cycloheximide protein synthesis inhibition counterscreen; max response, %; 300,000 tested, 12% active; AID 2314, 2010; in the data active means max response mostly above about 13%, no sharp cut-off; inactive means mostly below about 14%; further: read at 38.3 µM for the half of the compounds with a filed dose; 0% is about no effect
# Shiga toxin inh: A qHTS for Small Molecule Inhibitors of Shiga Toxin | Vero cells, Shiga toxin protein synthesis inhibition reporter | AID 2315, 2010 | inhibition, % at 38.7 µM | 290,000 tested, 9.2% active; in the data active means inhibition mostly above about 28%, no sharp cut-off; inactive means mostly below about 43%; further: 0% is about no effect
# Pf growth 48h: Primary qHTS for delayed death inhibitors of the malarial parasite plastid, 48 hour incubation; P. falciparum luciferase growth in erythrocytes, 48 h; 310,000 tested, 5.9% active; Potency, µM (doses to about 28.7 µM), inactives show at the top dose activity change, negative = inhibition, hits mostly inhibitors; further: potency means the concentration at half of the fitted maximal effect; on the % scale 0 is the no-effect control and ±100 the full control effect
#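 Luciferase-expressing P. falciparum in infected erythrocytes (2% hematocrit, 0.1% parasitemia final) in RPMI 1640/0.5% Albumax were exposed to compound for 48 hours at 37 C, 5% CO2; growth read as luminescence.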
# FBPA Giardia inh: qHTS Assay for Inhibitors of Fructose-1,6-bisphosphate Aldolase from Giardia Lamblia; Potency, µM (titrated, usually from 59.6 µM), for inactives: at the highest dose activity, negative = inhibition, hits mostly inhibitors; A8B2U2; 290,000 tested, 0.71% active; purified Giardia FBPA; further: potency means the concentration at half of the fitted maximal effect; on the % scale 0 is the no-effect control and ±100 the full control effect; nearly all actives have a fitted effect of over 55% in size
# Target sequence (A8B2U2 whole entry, looked up): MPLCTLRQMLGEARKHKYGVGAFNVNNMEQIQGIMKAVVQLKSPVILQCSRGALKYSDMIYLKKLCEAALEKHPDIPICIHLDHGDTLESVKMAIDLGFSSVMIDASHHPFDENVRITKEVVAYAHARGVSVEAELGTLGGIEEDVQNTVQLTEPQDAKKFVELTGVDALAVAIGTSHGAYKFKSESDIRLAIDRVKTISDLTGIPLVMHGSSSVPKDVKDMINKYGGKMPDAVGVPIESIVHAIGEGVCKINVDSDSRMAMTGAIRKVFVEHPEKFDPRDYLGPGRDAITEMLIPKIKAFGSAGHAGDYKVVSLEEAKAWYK
#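 Giardia FBPA (40 nM reagent) was preincubated 10 min at RT with compound (up to 57.5 uM final), then substrate plus GAPDH/TPI/NAD/arsenate coupling system with diaphorase/resazurin was added; resorufin fluorescence (525/598 nm) was read after 20 min.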
# Pf growth 96h: Primary qHTS for delayed death inhibitors of the malarial parasite plastid, 96 hour incubation; P. falciparum luciferase reporter growth, 96 h; Potency, µM (highest dose often 28.7 µM), inactives show at the highest dose activity change, negative = inhibition, hits mostly inhibitors; 320,000 tested, 6.9% active; AID 504834, 2011; further: potency means the concentration at half of the fitted maximal effect; on the % scale 0 is the no-effect control and ±100 the full control effect
#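 Compounds incubated with erythrocytes infected by luciferase-expressing P. falciparum (2% hematocrit, 0.05% parasitemia final) for 96 hours, 37 C in 5% CO2. Growth inhibition scored as decreased luciferase luminescence.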
# The depositor's hits bear a star; u = inconclusive; x = not tested or not shown; [ ] = another dose, or the depositor's remark. Unless noted, the call rests on the fitted dose curve; in most records, active means well fitted curve in the direction sought with a large enough effect; inconclusive means small, poorly fitted or top-dose-only effect, or another doubt; inactive means no such curve, though single readings can be large; an effect the other way counts as inactive or inconclusive.
no.	canonical_smiles	Sm TGR inh	Cycloheximide cs	Shiga toxin inh	Pf growth 48h	FBPA Giardia inh	Pf growth 96h
1	Cc1ccc(S(=O)(=O)Nc2cc(=O)[nH]c(SCc3ccc(Cl)cc3)n2)cc1	-9%	11	-3	-28%	13%	30%
2	Cc1nn2c(N)csc2nc1=O	u	-6	-18	8%	u	-6%
3	CCn1c(Cc2ccccc2)nnc1SCC(=O)Nc1ccccc1O	2%	-2	8	-15%[5.75 µM]	-4%	37%[activator]
4	Cn1c(=O)c(C(=O)c2ccccc2)nc2ccccc21	8%[11.4 µM]	-5	-18	x	1%	1%
5	Cc1ncc(N=Nc2ccc(F)cc2)c(-c2ccc(Cl)cc2)n1	-5%	-3	-4	u	0%	21%
6	CC(C)COC(=O)c1ccccc1N1C(=O)C2C3CCC(C3)C2C1=O (configuration not stated)	2%	1	1	10%	9%	0%
7	CC(C)c1ccc(S(=O)(=O)N(C)C2(C)CCS(=O)(=O)C2)cc1 (configuration not stated)	-15%	x	x	56%[activator]	x	30%[activator]
8	C=CCn1c(C)cc(C(=O)Cn2c(C(C)O)nc3ccccc32)c1C (configuration not stated)	-6%	29	63	u	-1%	13%
9	CCOc1ccc(S(=O)(=O)Nc2ccc(S(=O)(=O)N3CCOCC3)cc2)cc1	-12%	-1	12	-6%	19%	-4%
10	O=C(NC1CCCCCCC1)c1c(O)c2ccccc2[nH]c1=O	6%	16*	47*	u	1%	u
11	NC(=O)c1ccsc1NC(=O)COC(=O)CCCOc1ccccc1	-14%	x	x	-4%	x	38%[activator]
12	O=c1c2ccccc2nc2n1C(CSc1ccccc1)CS2 (configuration not stated)	-6%	5	16	-8%	2%	-4%
13	COc1ccc2c(c1)cc(C(O)c1ccccn1)n2S(=O)(=O)c1ccccc1 (configuration not stated)	-7%	19*	41*	10%	-20%	5%
14	C/C=C/C(=O)OCC(=O)Nc1ccc(C)c(S(=O)(=O)N(C)C)c1	45µM*	8	12	14%	0%	1%
15	Cc1cc(C)n(-c2ccc(C(=O)Nc3cc(S(=O)(=O)N(C)C)ccc3Cl)cc2)n1	5%	-5	-14	u	-14%	-18%

# Later entries
no.	canonical_smiles	Sm TGR inh	Cycloheximide cs	Shiga toxin inh	Pf growth 48h	FBPA Giardia inh	Pf growth 96h
16	C=CCn1c(O)c(C(CC)=Nc2ccc(NC(C)=O)cc2)c(=O)[nH]c1=O	-4%	1	-6	u	3%	29%
17	O=C(CC(=O)N/N=C/c1c(F)cccc1Cl)NCCc1ccccc1	-14%	-3	-6	2%	-6%	u
18	CCOc1ccc(Oc2ccccc2NS(=O)(=O)c2ccc(CCC(=O)O)cc2)cc1	-23%	x	x	4%	x	-16%
19	O=C(O)c1ccccc1C(=O)c1ccc2c(c1)CCC2	0%	-7	-9	16%[0.00184 µM]	18%	17%
20	COc1ccccc1C(=O)NCCC(=O)Nc1ccc(S(=O)(=O)N2CC(C)CC(C)C2)cc1 (configuration not stated)	-1%	x	x	u	x	15µM*
21	CCCN(Cc1nnc(-c2cccs2)o1)C(=O)CN1C(=O)NC2(CCCCC2)C1=O	-19%	x	x	15%	x	5%
22	Clc1ccc2nc(-c3ccccc3)cn2c1	-20%	34*	44*	209%[activator]	-19%	-22%
23	Cc1cccc(/C=N/Nc2nncc3ccccc23)c1	-11%	24*	47*	288%[activator]	-8%	458%[activator]
24	O=C(N/N=C/c1ccc2c(c1)OCO2)C(=O)Nc1cccc(Cl)c1	3%	16*	65*	24%	0%	-12%
25	COc1ccc(N2CCN(C(=O)CNC(=O)Cn3c(C)cc4ccccc4c3=O)CC2)cc1	11%	-6	-12	u	0%	x
26	CCOC(=O)c1cc(C)[nH]c(=S)c1C#N	10%	-4	3	14%	u	u
27	COc1cc(NC(=O)C2CC(=O)N(CCc3ccccc3)C2)cc(OC)c1 (configuration not stated)	3%	x	x	-28%	x	-18%
28	FC(F)(F)c1cc(-c2cccs2)nc2nc(N3CCOCC3)sc12	-3%	-2	5	u	-3%	u
29	O=C(NNc1nc(-c2ccccc2)c2cc(Br)ccc2n1)c1ccc(S(=O)(=O)N2CCOCC2)cc1	-4%	-3	19	2%	11%	4%
30	Cc1c(-n2c(O)c(C3=c4ccccc4=NC3=O)sc2=O)c(=O)n(-c2ccccc2)n1C	-10%	-4	-29	9%	3%	47%[activator]

# (list continues)
no.	canonical_smiles	Sm TGR inh	Cycloheximide cs	Shiga toxin inh	Pf growth 48h	FBPA Giardia inh	Pf growth 96h
31	CCOC(=O)C1CCCN(C(=O)/C=C/c2cc(OC)c(OC)c(OC)c2)C1 (configuration not stated)	-22%	1	36	u	-1%	u
32	O=C(NCc1ccco1)[C@@H]1CSC2c3ccccc3C(=O)N21 (some centres not stated)	32µM*	6	-10	9%	-7%	x
33	CC1(CCc2ccccc2)NC(=O)N(CC(=O)Nc2ccccc2C#N)C1=O (configuration not stated)	5%	x	x	-2%	x	12%
34	Cc1cc(NC(=O)CSc2nc3c(c(-c4cccnc4)c2C#N)CCC3)no1	0%	-1	-3	12%	1%	0%
35	COc1ccc(C2=CSC(/N=C/c3ccc(F)cc3)=NN2)cc1	3%	30*	-4	0%	-3%	u
36	CCCc1nnc(NC(=O)CCC(=O)N2CCN(Cc3ccc(F)cc3)CC2)s1	-17%	-1	1	1%	x	u
37	CC(C)c1ccc(CNC(=O)CSCC(=O)Nc2ccc3ccccc3c2)cc1	-1%	-1	20	-9%	-8%	64%[activator]
38	Fc1ccc(NC(=S)N2CCOCC2)c(F)c1	0%	18	-10	-1%	-1%	71%[activator]
39	CN(CC(=O)Nc1c(Cl)cccc1Cl)C(=O)c1ccccc1SCC(=O)N1CCCC1	-27%	8	8	3%	x	u
40	Cc1[nH]n(-c2ccccc2)c(=O)c1C=NCC1CCCO1 (configuration not stated)	2%	23*	49*	21%	3%	-8%
41	CN(C)c1ccc(/C=C(\NC(=O)c2ccccc2)C(=O)NCc2cccnc2)cc1	-9%	-4	-11	0%	1%	3%
42	O=C(O)CC/C(=N/NC(=O)c1cn(-c2ccccc2)nc1-c1ccccc1)C(=O)O	2%	0	16	4%	15%	u
43	CCCn1c(=O)[nH]c(=O)c2c(C(F)(F)F)cc(-c3ccc(C)cc3)nc21	0%	6	-4	40%[activator]	1%	2.6µM*
44	CN(C)c1cccc(C(=O)NNC(=S)NC2CC3CCC2C3)c1 (configuration not stated)	0%	32*	56*	21%	13%	97%[activator]
45	CC1CCN(CCCNC(=O)c2ccc(CSCc3cccc(Cl)c3)o2)CC1	3%	-4	-8	x	-5%	u

# New compounds follow
no.	canonical_smiles	Sm TGR inh	Cycloheximide cs	Shiga toxin inh	Pf growth 48h	FBPA Giardia inh	Pf growth 96h
46	Cc1ccc(-c2csc(NC(=O)c3ccc(-c4ccccc4)cc3)n2)o1	10µM*	48*	96*	u	-10%	u
47	O=C(NCc1ccco1)/C(=C\c1ccc(F)cc1)NC(=O)c1ccco1	32µM*	-2	-7	11%	19%	1%
48	CC(=O)Nc1ccc(C(=O)N/N=C/c2ccncc2)cc1	-5%	2	-6	-4%	4%	u
49	CC(NC(=O)/C(C#N)=C/c1ccc([N+](=O)[O-])o1)c1ccccc1 (configuration not stated)	1.3µM*	11	27	5%	u	10%
50	Cc1cccc(C(=O)NNC(=O)C(=O)NC(C)(C)C)c1	8%	6	21	50%[activator]	-5%	u
51	COc1ccccc1C1C(C(N)=O)=C(C)Nc2nc(-c3ccc(Cl)cc3)nn21 (configuration not stated)	-8%	-6	-4	x	-2%	12%
52	Cc1ccc(NC(=O)CN(C)C(=O)C2COc3ccccc3O2)cc1 (configuration not stated)	u	11	-5	-20%	-6%	u
53	Cc1cc(C)c2c(C)c(C(=O)Nc3c(C)n(C)n(-c4ccccc4)c3=O)oc2c1	-5%	-4	-9	-2%	-4%	-18%
54	CC(C)CC(=O)Nc1ccccc1-c1nnn(CC(=O)N2CCOCC2)n1	8%	-1	2	18%	4%	u
55	CC(=O)N/N=C/C1=CCC2CC1C2(C)C (configuration not stated)	1%	3	-6	-5%	-4%	7%
56	CC1Cc2ccccc2N1C(=O)CCNS(=O)(=O)c1cccc2nsnc12 (configuration not stated)	6%	-3	-7	-11%	-13%	2.6µM*
57	COC(=O)c1ccccc1NC(=O)c1cc2ncc(Br)cn2n1	-3%	-3	-3	12%	-5%	20%
58	Cc1nn(CC(=O)NCCCc2ccccc2)c(C)c1[N+](=O)[O-]	-3%	3	-4	-12%	1%	0%
59	CC(C)c1ccc(C(C)NC(=S)NC2CCCCC2)cc1 (configuration not stated)	7%	-2	-5	12µM*	5%	4%
60	CCCN(CCC)CCCNC(=O)CN1C(=O)CSc2ccc(S(=O)(=O)N3CCOCC3)cc21	-1%	3	-22	21%	0%	5%
61	Cc1ccc(S(=O)(=O)Nc2cc(C)c(O)c(Sc3n[nH]c(C)n3)c2)cc1	45µM*	1	18	-16%	u	2%
62	CC(C)(C)C(=O)NC(=S)Nc1ccc(Cc2ccncc2)cc1	u	0	-9	-13%	-3%	u
63	COc1ccc(-c2nn(-c3ccccc3)cc2CN2CCCO2)c(F)c1	-1%	-1	-4	1%	-5%	10%

# From no. 45 to 60, as listed above:
no.	canonical_smiles	Sm TGR inh	Cycloheximide cs	Shiga toxin inh	Pf growth 48h	FBPA Giardia inh	Pf growth 96h
45	CC1CCN(CCCNC(=O)c2ccc(CSCc3cccc(Cl)c3)o2)CC1	3%	-4	-8	x	-5%	u
46	Cc1ccc(-c2csc(NC(=O)c3ccc(-c4ccccc4)cc3)n2)o1	10µM*	48*	96*	u	-10%	u
47	O=C(NCc1ccco1)/C(=C\c1ccc(F)cc1)NC(=O)c1ccco1	32µM*	-2	-7	11%	19%	1%
48	CC(=O)Nc1ccc(C(=O)N/N=C/c2ccncc2)cc1	-5%	2	-6	-4%	4%	u
49	CC(NC(=O)/C(C#N)=C/c1ccc([N+](=O)[O-])o1)c1ccccc1 (configuration not stated)	1.3µM*	11	27	5%	u	10%
50	Cc1cccc(C(=O)NNC(=O)C(=O)NC(C)(C)C)c1	8%	6	21	50%[activator]	-5%	u
51	COc1ccccc1C1C(C(N)=O)=C(C)Nc2nc(-c3ccc(Cl)cc3)nn21 (configuration not stated)	-8%	-6	-4	x	-2%	12%
52	Cc1ccc(NC(=O)CN(C)C(=O)C2COc3ccccc3O2)cc1 (configuration not stated)	u	11	-5	-20%	-6%	u
53	Cc1cc(C)c2c(C)c(C(=O)Nc3c(C)n(C)n(-c4ccccc4)c3=O)oc2c1	-5%	-4	-9	-2%	-4%	-18%
54	CC(C)CC(=O)Nc1ccccc1-c1nnn(CC(=O)N2CCOCC2)n1	8%	-1	2	18%	4%	u
55	CC(=O)N/N=C/C1=CCC2CC1C2(C)C (configuration not stated)	1%	3	-6	-5%	-4%	7%
56	CC1Cc2ccccc2N1C(=O)CCNS(=O)(=O)c1cccc2nsnc12 (configuration not stated)	6%	-3	-7	-11%	-13%	2.6µM*
57	COC(=O)c1ccccc1NC(=O)c1cc2ncc(Br)cn2n1	-3%	-3	-3	12%	-5%	20%
58	Cc1nn(CC(=O)NCCCc2ccccc2)c(C)c1[N+](=O)[O-]	-3%	3	-4	-12%	1%	0%
59	CC(C)c1ccc(C(C)NC(=S)NC2CCCCC2)cc1 (configuration not stated)	7%	-2	-5	12µM*	5%	4%
60	CCCN(CCC)CCCNC(=O)CN1C(=O)CSc2ccc(S(=O)(=O)N3CCOCC3)cc21	-1%	3	-22	21%	0%	5%

# Compound activity as filed in PubChem BioAssay.
